TEAD-YAP inh – TEAD-YAP interaction inhibition; HEK-TIYL cells, TEAD-Gal4/YAP UAS-luciferase luminescence; inhibition, % at 9.12 µM; 1.4% of 640,000 active; AID 1259422; in the data active = inhibition above about 32%;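 note: 0% = median of test compound wells and 100% = reference inhibitor wells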
MITF primary – inhibitors of human MITF; O75030; AlphaScreen MITF homodimerization, bead proximity signal; inhibition, % at 2.6 µM; 0.91% of 650,000 active; in the data active = inhibition above about 50%;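 note: 0% = vehicle wells with protein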
Target sequence (O75030 whole entry, looked up): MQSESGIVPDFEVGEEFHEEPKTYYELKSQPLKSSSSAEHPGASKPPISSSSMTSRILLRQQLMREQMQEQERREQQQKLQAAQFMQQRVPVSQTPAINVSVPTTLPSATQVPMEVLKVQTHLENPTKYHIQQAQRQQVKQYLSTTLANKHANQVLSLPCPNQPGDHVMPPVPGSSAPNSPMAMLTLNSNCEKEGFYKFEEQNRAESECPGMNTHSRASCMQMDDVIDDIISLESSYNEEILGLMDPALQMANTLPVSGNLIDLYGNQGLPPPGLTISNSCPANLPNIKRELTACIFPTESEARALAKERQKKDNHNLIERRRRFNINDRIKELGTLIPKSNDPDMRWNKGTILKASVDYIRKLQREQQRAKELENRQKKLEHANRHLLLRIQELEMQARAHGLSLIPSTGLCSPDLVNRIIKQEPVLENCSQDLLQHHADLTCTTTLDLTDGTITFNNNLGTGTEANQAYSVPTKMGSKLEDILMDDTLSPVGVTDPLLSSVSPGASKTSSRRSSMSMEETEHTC
GPR151 activ – activators of human GPR151; Q8TDV0; 1% of 650,000 active; activation, % at 11.2 µM; PathHunter beta-arrestin GPR151 cells, luminescence; in the data active = activation above about 4.9%;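 note: 0% = median of compound wells and 100% = cells with positive control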
Target sequence (Q8TDV0 whole entry, looked up): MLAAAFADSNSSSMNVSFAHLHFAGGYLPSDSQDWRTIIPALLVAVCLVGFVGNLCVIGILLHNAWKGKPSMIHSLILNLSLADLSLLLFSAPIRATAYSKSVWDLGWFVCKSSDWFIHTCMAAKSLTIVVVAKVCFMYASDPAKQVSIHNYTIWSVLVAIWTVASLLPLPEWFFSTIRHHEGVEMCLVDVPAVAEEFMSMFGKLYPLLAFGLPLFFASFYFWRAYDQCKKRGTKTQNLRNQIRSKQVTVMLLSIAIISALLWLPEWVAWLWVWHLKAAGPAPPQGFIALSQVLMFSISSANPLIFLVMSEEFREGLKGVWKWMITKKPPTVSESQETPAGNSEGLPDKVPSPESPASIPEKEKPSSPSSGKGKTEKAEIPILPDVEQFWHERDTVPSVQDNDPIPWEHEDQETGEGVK
FBW7 activator – activators of human E3 ligase FBW7; Q969H0; AlphaScreen FBW7–phospho-cyclin E peptide binding, activator screen; normalized activity (activation), % at 26.1 µM; 0.13% of 650,000 active; AID 1259310; in the data active = normalized activity above about 1.9%;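 note: purified mutant Fbw7 with reduced substrate affinity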
Active calls of the source: *; . = no result given.

SMILES	TEAD-YAP inh	MITF primary	GPR151 activ	FBW7 activator
O=C(Nc1ccc(Cl)cc1C(F)(F)F)c1cc(S(=O)(=O)N2CCOCC2)ccc1F	-5	-4	0.5	-0.1
COc1ccc(NC(=O)C2C3C=CC4(O3)C2C(=O)N(CCN2CCOCC2)C4C(=O)NC2CCCCC2)cc1 (centres undefined)	7	-8	-0.9	0.0
O=C(NCc1ccccn1)C1CCN(C2CCN(C(=O)Cc3cccnc3)CC2)CC1	3	-4	1.3	-0.1
Cc1ccc(OCC(=O)N/N=C/c2cc([N+](=O)[O-])cc([N+](=O)[O-])c2O)cc1	-7	-7	-0.1	0.2
O=C(/C=C/c1ccc2c(c1)OCO2)Nc1ccc(I)cc1	-26	-12	-0.8	0.0
CCCCOc1cc2nc3c4cc(Br)ccc4n(CCC)c3nc2cc1OCCCC	6	6	-0.4	-0.2
C=CCn1c(=O)/c(=C/c2ccc(OC)cc2)s/c1=C(/C#N)c1nnc2n1CCCCC2	-1	1	-2.0	-0.8
O=C(NCC1CCCO1)c1sc2cc(Cl)ccc2c1Cl (centres undefined)	-68	12	-1.1	0.0
Cc1nn(-c2ccccc2)c(Cl)c1C(=O)Oc1cccc2cccnc12	-2	-6	0.0	-0.2
Cc1sc2nc3c4ccccc4c(N4CCCCC4)nn3c(=O)c2c1C	-6	-7	-0.4	0.0
COc1cc([N+](=O)[O-])cc2sc(NC(=O)c3ccccc3C)nc12	8	5	0.4	0.1
O=c1oc2ccccc2cc1-c1csc(Nc2cc(C(F)(F)F)ccc2Cl)n1	-4	7	-1.0	-0.1
Cc1cc2nsnc2cc1C	-6	18	2.7	0.9
CC(=O)c1ccc(COc2ccc(Br)cc2)cc1	-71	-3	-1.9	0.5
Cc1ccc(NC(=O)CN(C)C2CCN(C)CC2)c(Cl)c1	10	67*	1.3	-0.1
O=C(COC(=O)c1ccc(Cl)cc1[N+](=O)[O-])Nc1ccccc1OC(F)F	3	14	-0.2	0.0
Cn1c(=O)c2c(nc(N3CCCCC3)n2CCCNC2=NCCCCC2)n(C)c1=O	-8	-9	-0.3	0.0
CNC(=O)C(=O)N/N=C/c1c(O)ccc2ccccc12	-3	-52	-0.8	0.7
COC(=O)[C@@H](NC(=O)c1c(F)cccc1F)C(C)C	1	12	-0.6	0.2
CC(=O)[C@@H]1[C@H]2C3COC(O3)C(=O)[C@@H]2[C@H]2C=Cc3ccccc3N21 (some centres undefined)	5	13	-1.1	-0.1
COc1ccc(CCn2nnnc2C(c2ccccc2)N2CCN(C)CC2)cc1OC (centres undefined)	4	-8	0.1	-0.4
CC(Oc1ccc(/C=C(/C#N)C(=O)NC2CCCCC2)cc1)C(=O)O (centres undefined)	-10	-2	0.1	-0.3
O=C(Nc1ccc2oc(-c3cccc(Cl)c3Cl)nc2c1)c1cc(Cl)ccc1I	-28	13	-1.3	-0.2
COc1ccccc1N1CCN(c2ncc(C(=O)Nc3ccc(F)cc3F)c3ccccc23)CC1	2	-3	-0.3	0.0
COc1cccc(OCC(=O)Nc2ccc(-c3nc4ccccc4[nH]3)cc2)c1	-23	8	-2.0	0.0
CCc1nnc(-c2cn(CC(=O)NCc3ccco3)c3ccccc23)o1	0	-9	-0.1	0.0
CC1CN(CC(O)COc2ccc(C3CCCCC3)cc2)CC(C)O1 (centres undefined)	-4	-17	1.8	-0.1
COCCOC(=O)c1[nH]c2c(c1C)C(=O)C(C(=O)OC)C(C)C2 (centres undefined)	-10	-15	-0.8	0.3
CC(Cc1ccccc1F)N1CCC(CCC(=O)NC2CC2)CC1 (centres undefined)	-12	-21	0.4	0.3
Cc1ncn(-c2ccc(Nc3ncc4cccc(-c5ccc6c(c5)OCO6)c4n3)cc2)n1	0	9	-0.6	0.3

A section taken from the entries so far, for reference:
SMILES	TEAD-YAP inh	MITF primary	GPR151 activ	FBW7 activator
O=c1oc2ccccc2cc1-c1csc(Nc2cc(C(F)(F)F)ccc2Cl)n1	-4	7	-1.0	-0.1
Cc1cc2nsnc2cc1C	-6	18	2.7	0.9

Later entries.
SMILES	TEAD-YAP inh	MITF primary	GPR151 activ	FBW7 activator
COc1ccc(Cl)cc1C(=O)Nc1cccc(C(=O)O)c1C	-2	-6	-1.0	-0.1
COc1ccc(CCNC(=O)Cc2ccccc2)cc1OC	-8	-3	1.5	-0.1
COc1ccc(CC2(CO)CCN(Cc3c[nH]c4ccccc34)CC2)cc1	-5	11	-2.6	0.2
Cc1ccc(CS(=O)Cc2ccc(C(=O)NCCCN3CCCC3)o2)cc1 (centres undefined)	3	-5	0.2	-0.1
O=S(=O)(NCCN1CCN(c2ccccc2F)CC1)c1cc(F)ccc1F	-7	5	3.9	-0.2
O=C(O)c1ccccc1C(=O)NC12CC3CC(CC(C3)C1)C2	-1	-1	0.3	-0.1
CC(=O)Nc1ccc(Nc2nc(NCc3ccc4c(c3)OCO4)nc3c2ncn3Cc2ccc(C(F)(F)F)cc2)cc1	-3	16	-3.2	0.5
CC(=O)Nc1ccc(Nc2nc(-c3ccc4ccccc4c3)cs2)cc1	9	-6	-0.2	-0.2
COc1cc(C(=S)N2CCOCC2)cc(Br)c1O	0	4	0.5	0.0
COc1cccc(OC)c1C(=O)NN1CCCCC1	-14	1	1.3	0.0
O=[N+]([O-])c1ccc(Nc2ccc(F)cc2)cc1	1	-5	0.2	-0.1
Cc1noc(C)c1CN1C(=O)C(C)Sc2ccc(C#N)cc21 (centres undefined)	-11	16	0.5	0.0
CN1C(=O)OC(C)(C)C1=O	.	4	-0.2	0.0
COc1cccc2sc(NC(=O)/C=C/c3ccc([N+](=O)[O-])s3)nc12	-2	-1	2.1	0.0
CCN(CC)C(=O)C1CCCN(Cc2cc(OC)c(OC)cc2Br)C1 (centres undefined)	8	-8	1.6	-0.1

For convenience, 18 of the compounds above.
SMILES	TEAD-YAP inh	MITF primary	GPR151 activ	FBW7 activator
COc1cccc(OCC(=O)Nc2ccc(-c3nc4ccccc4[nH]3)cc2)c1	-23	8	-2.0	0.0
CCc1nnc(-c2cn(CC(=O)NCc3ccco3)c3ccccc23)o1	0	-9	-0.1	0.0
CC1CN(CC(O)COc2ccc(C3CCCCC3)cc2)CC(C)O1 (centres undefined)	-4	-17	1.8	-0.1
COCCOC(=O)c1[nH]c2c(c1C)C(=O)C(C(=O)OC)C(C)C2 (centres undefined)	-10	-15	-0.8	0.3
CC(Cc1ccccc1F)N1CCC(CCC(=O)NC2CC2)CC1 (centres undefined)	-12	-21	0.4	0.3
Cc1ncn(-c2ccc(Nc3ncc4cccc(-c5ccc6c(c5)OCO6)c4n3)cc2)n1	0	9	-0.6	0.3
COc1ccc(Cl)cc1C(=O)Nc1cccc(C(=O)O)c1C	-2	-6	-1.0	-0.1
COc1ccc(CCNC(=O)Cc2ccccc2)cc1OC	-8	-3	1.5	-0.1
COc1ccc(CC2(CO)CCN(Cc3c[nH]c4ccccc34)CC2)cc1	-5	11	-2.6	0.2
Cc1ccc(CS(=O)Cc2ccc(C(=O)NCCCN3CCCC3)o2)cc1 (centres undefined)	3	-5	0.2	-0.1
O=S(=O)(NCCN1CCN(c2ccccc2F)CC1)c1cc(F)ccc1F	-7	5	3.9	-0.2
O=C(O)c1ccccc1C(=O)NC12CC3CC(CC(C3)C1)C2	-1	-1	0.3	-0.1
CC(=O)Nc1ccc(Nc2nc(NCc3ccc4c(c3)OCO4)nc3c2ncn3Cc2ccc(C(F)(F)F)cc2)cc1	-3	16	-3.2	0.5
CC(=O)Nc1ccc(Nc2nc(-c3ccc4ccccc4c3)cs2)cc1	9	-6	-0.2	-0.2
COc1cc(C(=S)N2CCOCC2)cc(Br)c1O	0	4	0.5	0.0
COc1cccc(OC)c1C(=O)NN1CCCCC1	-14	1	1.3	0.0
O=[N+]([O-])c1ccc(Nc2ccc(F)cc2)cc1	1	-5	0.2	-0.1
Cc1noc(C)c1CN1C(=O)C(C)Sc2ccc(C#N)cc21 (centres undefined)	-11	16	0.5	0.0

Remaining list, next part.
SMILES	TEAD-YAP inh	MITF primary	GPR151 activ	FBW7 activator
O=C(O)c1nnn(Cc2ccc(Br)cc2)c1C(=O)O	3	-9	-0.3	-0.1
Cc1cccc(NC(=O)CNC(=O)Cn2cnc3ccccc3c2=O)n1	0	16	1.0	0.3
Cc1csc(SCCn2c(N3CCC(C(N)=O)CC3)nc3c2c(=O)[nH]c(=O)n3C)n1	-8	-2	-1.4	0.2
COc1ccccc1NC(=O)N1CCC(C(=O)c2ccc(F)cc2)CC1	1	-5	5.7*	0.1
Cc1ccc(C(=O)NCCc2nnc3n2CCN(C(=O)c2c(C)noc2C)CC3)cc1	-7	-2	-0.5	-0.1
Cc1ccc(/C=N/NC(=O)CNC(=O)c2ccc(S(=O)(=O)N3CCCC3)cc2)o1	7	-13	1.5	0.0
NC(=O)N/N=C1\CCS(=O)(=O)c2ccc(F)cc21	-13	-13	0.6	0.0
COC(=O)c1ccc(-c2nc(-c3ccc(C(F)(F)F)cc3)no2)cc1	-1	-1	-0.2	-0.2
Cc1ccc(C)n1-c1sc2c(c1C(=O)O)CCCC2	0	34	0.2	0.1
Cc1ccccc1-n1nnnc1SCC(=O)NC(C)C1CC2CCC1C2 (centres undefined)	-4	20	-1.8	0.1
O=C(CCN1N=C(c2ccccc2)CCC1=O)N1CCCCCC1	-6	2	0.1	-0.1
CCn1c(=O)c2c(nc3n(-c4cccc(Cl)c4)c(C)c(C)n23)n(C)c1=O	6	8	-0.7	0.0
Cc1[nH]c(-c2ccc(F)cc2)cc1C(=O)NCc1ccccc1	-1	12	-0.6	0.1
CCOc1cc(Br)c(CCl)cc1OCC	2	-10	-1.5	-0.1
CS(=O)(=O)N(CC(=O)NC1CCCC1)c1ccc(F)c(Cl)c1	7	-1	0.1	0.1
CSc1nc2c(=O)[nH]c(N)nc2n1[C@@H]1O[C@H](CO)[C@H](O)C1O (some centres undefined)	0	-1	1.6	0.1
CCC(C)c1ccccc1OCC(=O)Nc1ccc([N+](=O)[O-])cc1 (centres undefined)	-7	2	0.1	-0.4
FC(F)(F)c1cccc(CNc2cc(N3CCc4ccccc4C3)ncn2)c1	2	1	0.7	0.1
Cc1ccc2nc(C)c3c(c2c1)SC(C)C3 (centres undefined)	-11	0	0.2	0.8
COc1cc(Nc2nc(Nc3ccc4c(c3)OCO4)c3[nH]cnc3n2)cc(OC)c1OC	-6	1	1.6	-0.1
O=C(O)COc1ccc(/C=C2\SC(=O)N(CC(=O)c3ccc(Cl)cc3)C2=O)cc1	1	4	-1.1	0.3
CCOc1ccc(CCN/C(C)=C/c2nsc(Nc3ccc(OC)cc3)n2)cc1OCC	-41	-4	1.5	0.6
CC(=O)NCCN1C(=S)N(c2ccc(C)cc2)C(=O)C1CC(=O)Nc1ccccc1 (centres undefined)	7	10	0.8	0.0
COc1cn(CC(=O)Nc2ccc(Cl)cc2)c(CSc2ccc(C)cc2)cc1=O	-3	6	1.1	0.0
COc1ccc(CN(C)C(=O)C23CC4CC(CC(C4)C2)C3)c(OC)c1	-1	20	-1.6	0.3
CCOC(=O)c1c(NC(=O)Cn2cnc3c2c(=O)n(C)c(=O)n3C)sc2c1CCCC2	2	15	0.8	0.5
CCOc1cc(C2Nc3ccccc3NC3=C2C(=O)CC(c2ccccc2)C3)cc(Br)c1O (centres undefined)	-7	3	-1.0	0.0
CNS(=O)(=O)c1ccc2nc(NC(=O)c3ccc(N4C(=O)CCC4=O)cc3)sc2c1	10	-3	0.1	0.0
O=C1CSC(c2ccc(Cl)cc2)N1c1ccc(Br)cc1 (centres undefined)	-5	7	1.1	0.0
COc1cc(N2CCN(c3ncccn3)CC2)ncn1	1	-15	-0.9	-0.3
Cc1cc(C)c(NS(=O)(=O)c2ccc(NC(=O)COc3ccccc3C)cc2)c(C)c1	3	8	-1.6	0.0
CC1(c2ccccc2)NC(=O)N(NC(=O)CSc2n[nH]c(N)n2)C1=O (centres undefined)	-7	1	-0.7	-0.3
COc1ccc(C)cc1NC(=O)c1ccc(Cl)c([N+](=O)[O-])c1	-5	14	-2.0	0.3
O=[N+]([O-])c1cccc(Nc2nc(-c3ccccc3)cs2)c1	-38	22	-0.1	-0.1
c1ccc2c(c1)OCC(c1nc3ncc(-c4ccncc4)cc3[nH]1)O2 (centres undefined)	3	9	-0.1	0.2
CCOc1ccccc1C(=O)Nc1c2c(nn1-c1ccc(OC)cc1)CS(=O)(=O)C2	-1	8	-0.5	-0.1
CC(=O)C12c3ccccc3C(c3ccccc31)C1C(=O)N(c3ccccc3)C(=O)C12 (centres undefined)	2	7	2.7	0.2
Cc1ccc(/C=N/NC(=O)c2cccc3ccccc23)o1	3	-6	-0.4	0.1
Nc1ncnc(NNC(=O)CNC(=O)COc2ccccc2)c1[N+](=O)[O-]	-3	7	0.1	-0.1
CCN(CC)S(=O)(=O)c1ccc(Cl)c(C(=O)Oc2cccc(NC(=O)c3ccccc3Cl)c2)c1	12	-4	-1.4	-0.1
Nc1nnc(SCC(=O)Nc2ccccn2)s1	-2	1	1.8	-0.2
COc1ccc(NS(=O)(=O)Cc2ccc(Cl)cc2)cc1	2	18	-0.6	0.7
Cc1cc(C(=O)N2CCN(Cc3ccc4c(c3)OCO4)CC2)cs1	9	7	2.1	0.0
CCOc1ccc(-n2cc(-c3ccccc3)c3c(N4CCN(c5cccc(Cl)c5)CC4)ncnc32)cc1	6	-3	0.3	0.2
CCCC1(C2CCN(C3CCSC3)CC2)NC(=O)N(CCc2ccccn2)C1=O (centres undefined)	5	3	0.8	0.2
CC(=O)Nc1ccc2nc(NC(=O)COc3cccc(C)c3)sc2c1	2	-2	0.2	0.0
O=S(=O)(Cc1ccccc1)NCC1CCCN(Cc2nc3ccccc3s2)C1 (centres undefined)	-2	21	-1.7	1.1
C=CCN(CC=C)C(=O)CC1C(=O)NCCN1Cc1ccccc1C(F)(F)F (centres undefined)	3	3	0.0	-0.1
CCOc1ccc(S(=O)(=O)NCCn2nc(C)cc2C)cc1F	-3	-1	0.1	-0.1

Screening results: PubChem BioAssay, The Scripps Research Institute Molecular Screening Center
